A3G deaminase = APOBEC3G DNA deaminase inhibitors, primary screen, biochemical, fluorescence, single-stranded DNA substrate, uHTS; DNA dC->dU-editing enzyme APOBEC-3G (Homo sapiens), Q9HC16; recombinant A3G, ssDNA deamination FAM/TAMRA fluorescence; inhibition, % at 20 µM; actives 0.28% (n = 330,000);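 active means inhibition of at least 40% at 20 µM, with no more than 30% in the related APOBEC3A deaminase screen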;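 further: plate controls were DMSO wells with A3G for no effect and wells lacking A3G enzyme for full effect; some compounds called inactive have numbers as strong as hits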
Target sequence (Q9HC16 whole entry, looked up): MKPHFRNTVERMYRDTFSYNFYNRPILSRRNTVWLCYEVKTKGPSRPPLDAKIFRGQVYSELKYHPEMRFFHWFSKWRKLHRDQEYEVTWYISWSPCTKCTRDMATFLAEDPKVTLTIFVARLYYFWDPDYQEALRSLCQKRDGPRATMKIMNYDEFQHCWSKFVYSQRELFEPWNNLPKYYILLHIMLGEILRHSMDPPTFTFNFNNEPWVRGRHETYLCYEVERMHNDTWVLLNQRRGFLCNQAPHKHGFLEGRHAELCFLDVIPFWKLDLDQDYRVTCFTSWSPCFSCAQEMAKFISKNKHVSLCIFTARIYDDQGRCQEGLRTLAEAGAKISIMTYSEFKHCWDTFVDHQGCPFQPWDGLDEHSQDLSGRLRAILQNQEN
A3A deaminase = APOBEC3A ssDNA deaminase inhibitors, primary screen, selectivity assay for APOBEC3G inhibitor project, biochemical, FAM/TAMRA oligo cleavage fluorescence | DNA dC->dU-editing enzyme APOBEC-3A (Homo sapiens), P31941 | recombinant A3A, FAM/TAMRA ssDNA deamination fluorescence | inhibition, % at 20 µM | actives 0.41% (n = 330,000);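 active means at least 40% inhibition at 20 µM here, with at most 30% in a related deaminase screen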;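 further: plate controls were A3A with DMSO for no effect and wells lacking A3A enzyme for full effect; some results filed as inactive read as strong as hits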
Target sequence (P31941 whole entry, looked up): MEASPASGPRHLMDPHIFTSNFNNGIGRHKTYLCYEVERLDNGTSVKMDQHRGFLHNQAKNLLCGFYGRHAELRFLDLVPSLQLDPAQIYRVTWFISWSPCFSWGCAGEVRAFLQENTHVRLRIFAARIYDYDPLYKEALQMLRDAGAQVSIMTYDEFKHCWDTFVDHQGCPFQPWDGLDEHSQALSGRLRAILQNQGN
CXCR6 block = CXCR6 receptor inhibitors, primary screen, cell-based, beta-arrestin, luminescence, CHO-K1 PathHunter, 1536-well | C-X-C chemokine receptor type 6 (Homo sapiens), O00574 | inhibition, % at 20 µM | actives 0.36% (n = 360,000) | AID 602244, 2012; in the data active means inhibition above about 34%, passing the limit was not always enough;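 further: antagonist mode with CXCL16 agonist at 10 nM final; 0% = 10 nM CXCL16 with DMSO and 100% = unstimulated wells without agonist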
MPTP block = mitochondrial permeability transition pore inhibitors, primary screen, biochemical, isolated mouse mitochondria, absorbance; actives 1.4% (n = 360,000); inhibition, % at 10 µM; Ca2+ swelling absorbance, 30 min;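 active means inhibition of 50% or more, scaled per plate between neutral and stimulator controls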;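 further: 0% = DMSO wells given calcium and 100% = 1 mM EGTA wells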
NR3A LBD binder = binders of NR3A ligand-binding domain, primary screen, biophysical, differential scanning fluorimetry, uHTS. Glutamate receptor ionotropic, NMDA 3A (GRIN3A) ligand-binding domain. NR3A LBD differential scanning fluorimetry, Tm shift; 0% = protein alone, 100% = glycine-bound protein. Tm shift relative to glycine control, % at 25 µM. actives 2.5% (n = 340,000). AID 1259313, 2017;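 active means melting temperature shift of at least 10% of the positive control shift, at one fixed dose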
CCR6 antag = CCR6 receptor antagonists, primary screen, cell-based, CHO-K1, luminescence, beta-arrestin, uHTS; C-C chemokine receptor type 6 (Homo sapiens), P51684; CHO-K1 CCR6 PathHunter beta-arrestin, CCL20-stimulated; inhibition, % at 20 µM; actives 0.49% (n = 340,000); AID 493098, 2011;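 active means compounds whose inhibition of the agonist-driven luminescence signal at 20 µM reaches about 50%, limit read from the data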;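 further: cells stimulated with CCL20 at 14 nM final; plate controls were DMSO with CCL20 for no effect and DMSO without agonist for full effect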
Target sequence (P51684 whole entry, looked up): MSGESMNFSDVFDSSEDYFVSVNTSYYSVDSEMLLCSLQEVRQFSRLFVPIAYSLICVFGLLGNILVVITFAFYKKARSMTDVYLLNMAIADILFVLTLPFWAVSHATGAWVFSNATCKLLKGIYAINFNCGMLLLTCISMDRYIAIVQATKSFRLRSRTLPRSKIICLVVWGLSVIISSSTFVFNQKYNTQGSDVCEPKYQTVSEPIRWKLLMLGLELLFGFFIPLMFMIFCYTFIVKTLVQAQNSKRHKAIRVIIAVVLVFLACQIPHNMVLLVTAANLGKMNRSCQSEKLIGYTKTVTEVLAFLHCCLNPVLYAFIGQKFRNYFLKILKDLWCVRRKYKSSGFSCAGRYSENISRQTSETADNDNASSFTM
EBI2 block = EBI2 receptor antagonists, beta-arrestin recruitment, primary screen, cell-based, luminescence, 7a,25-OHC stimulation, uHTS | G-protein coupled receptor 183 (Homo sapiens), P32249 | 7a,25-OHC stimulated | inhibition, % at 5 µM | actives 0.81% (n = 360,000) | AID 651636, 2012; in the data active means inhibition above about 38%;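 further: enzyme fragment complementation signal reports receptor beta-arrestin coupling in cells; 0% = agonist plus DMSO wells and 100% = wells without agonist; some results beyond the cut were filed as inactive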
Gli-Sufu antag = Gli-Sufu pathway antagonists, primary screen, luciferase luminescence, Sufu-KO-LIGHT cells, uHTS | inhibition, % at 5 µM | AID 588413, 2011 | Sufu-KO-LIGHT fibroblasts, Gli luciferase reporter luminescence | actives 0.74% (n = 340,000);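 active means inhibition above about 55%, limit read from the data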;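 further: 0% = DMSO-treated cells and 100% = wells with medium but no cells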
Active calls of the source: *; nt = not tested or not shown.

smiles	A3G deaminase	A3A deaminase	CXCR6 block	MPTP block	NR3A LBD binder	CCR6 antag	EBI2 block	Gli-Sufu antag
CCOC(=O)Cc1csc(NC(=O)Cc2ccc(Br)cc2)n1	-8.3	-3.1	-9.2	4.2	-2.3	0.2	-12.7	8.5
O=C(O)c1ccc2c(c1)C(c1ccccc1)OC2=O (centres undefined)	-3.3	3.1	-3.4	0.5	1.0	-3.1	-0.8	-3.3
COC(=O)Cc1c(C)c2ccc(OCC(=O)N(C)C)cc2oc1=O	-2.8	-0.7	-7.1	-1.2	0.1	-13.8	10.6	-0.9
COc1cccc(N2CCN(C(=S)Nc3ccc(F)cc3)CC2)c1	-7.3	-5.7	-15.4	-0.6	-1.4	9.4	-1.3	3.5
Cc1nn(C)cc1C1C2=C(CC(C)(C)CC2=O)OC2=C1C(=O)CC(C)(C)C2	-3.9	-7.0	-2.7	1.9	-0.9	-3.7	-3.3	14.1
Cc1ccc(NS(=O)(=O)c2cc(NC(=O)c3ccc4c(c3)NC(=O)CS4)ccc2Cl)c(C)c1	32.1	-2.2	-6.5	23.1	15.7*	21.3	10.4	4.6
O=C(Nc1ccc(NC(=O)c2ccco2)c(Cl)c1)c1ccc2c(c1)OCCO2	-3.1	0.8	-1.1	-0.4	31.2*	6.8	2.1	-39.2
Cc1ccc(C(=O)CSc2nnc(-c3ccco3)o2)o1	-2.4	-1.8	13.7	-1.1	-0.5	4.8	-3.3	-18.1
CC(C)c1cc(NCCCN2CCOCC2)n2c(nc3ccccc32)c1C#N	-1.2	1.0	-4.6	2.2	1.1	-6.9	-29.0	21.9
COC(=O)COc1ccc(S(=O)(=O)NCc2ccco2)cc1	0.1	1.5	3.6	0.1	-1.1	0.1	-9.1	-2.9
COCCC1CCCCN1C(=O)c1cc(COc2ccc(-n3cncn3)cc2)on1 (centres undefined)	-9.5	-4.1	-22.9	92.5*	1.1	5.9	-13.8	58.1*
CN(C(=O)CN1C(=O)c2cccc(N)c2C1=O)C1CCCCC1	-6.0	-0.4	-1.2	-0.5	1.7	5.0	-7.0	-1.4
Oc1ccc2ccccc2c1C=NC12CN3CCN(CN(C3)C1)C2	7.1	-1.8	-7.1	1.2	-1.4	-3.5	-17.8	1.1
Cc1noc(C)c1/C=N/Nc1ccccn1	-10.1	-2.2	-4.0	1.6	-1.6	-1.3	-6.3	nt
COc1ccc2c(c1)OC(O)(C(F)F)CC2=O (centres undefined)	-8.2	-3.8	-8.2	-1.2	-1.9	13.1	4.0	0.8
CC12CCC(C(=O)NNc3ccc([N+](=O)[O-])cc3)(CC1=O)C2(C)C (centres undefined)	-3.2	3.3	4.2	0.5	-0.3	16.4	-15.7	-13.9
CC(C)NC(=O)N1CCN(c2ccncc2S(=O)(=O)N2CCCCC2)CC1	-7.7	-5.2	-7.4	-0.3	1.7	-0.5	4.2	6.7
O=C1CSCN1c1ccc(Cl)cc1	-6.3	-2.4	-3.9	-0.1	-0.7	0.4	-3.6	-11.3
COc1cccc(N/C(SCc2ccccc2C)=C(/C#N)C(=O)NCc2cccs2)c1	-5.8	-4.9	7.4	1.3	4.1	20.3	36.4	9.0
CCOC(=O)C1=C(C)N(c2ccc(C)cc2)C(=O)/C1=C\c1ccc(O)c(OC)c1	76.6*	1.7	17.5	3.3	-2.3	33.1	16.5	6.7
N#CC1C(=O)NC(=O)C(C#N)C12CCCC(C(F)(F)F)C2 (centres undefined)	nt	nt	-12.6	-0.1	-1.0	-2.4	0.7	-13.2
O=C(NC(c1ccccc1)c1c(O)ccc2ccccc12)c1ccccc1Cl (centres undefined)	-3.9	2.1	1.2	47.2	10.5*	-3.1	-8.0	0.7
O=C(COC(=O)c1cc(Cl)ccc1Cl)Nc1ccc2[nH]c(=O)[nH]c2c1	-6.0	1.3	6.6	-0.8	3.4	6.9	7.6	-8.4
CCOC(=O)c1ccccc1NC(=O)c1cccc2c1C(=O)N(C1CCN(C(=O)OCC)CC1)C2	-8.9	1.6	-1.0	-2.3	-1.2	5.6	6.2	-4.0
COc1ccc(S(N)(=O)=O)cc1C(=O)N1CCCC1	-1.7	0.4	0.7	-0.2	-2.0	-12.4	-2.9	6.4
COc1ccc(NC(=O)CN2c3cccc4cccc(c34)S2(=O)=O)cc1	1.4	-0.9	2.3	-8.7	3.6	-22.8	-4.8	3.1
CC(C)NC(=O)C(Cc1ccccc1)N1C(=O)c2ccccc2C1=O (centres undefined)	11.6	2.6	1.0	-0.7	-0.4	8.8	-8.8	7.7
CCCn1c(=O)c2ccccc2n2c(SCc3nnc(-c4ccccc4Br)o3)nnc12	-4.7	-1.2	-2.8	0.7	3.6	4.8	-3.0	-0.9
O=C(Nc1ccccc1)Nc1cccc2nsnc12	-17.7	1.3	-3.4	2.3	-0.2	0.9	1.8	-69.7
O=c1c([N+](=O)[O-])c(N2CCCC2)c2ccccc2n1-c1ccccc1	-4.2	-7.1	3.4	-0.3	-0.1	0.7	-13.0	16.9
C=CCn1c(=O)c2c(nc3n2CC(C)CN3CCc2ccccc2)n(C)c1=O (centres undefined)	-7.7	-4.7	5.6	-0.3	-0.7	10.0	-11.0	17.9
Cc1nn(CCCC(=O)NCc2ccc(Cl)cc2)c(C)c1[N+](=O)[O-]	-1.4	2.6	6.5	-16.5	11.8*	10.1	-7.9	9.7
COCCN1CC(O)=C(c2nc3ccccc3c(=O)[nH]2)C1=N	-2.0	0.1	-4.4	0.8	-4.4	-10.3	-6.2	5.4
CCCc1cc(=O)[nH]c2nnc(SCC(=O)Nc3nnc(CC)s3)n12	-5.1	-1.2	0.6	-0.8	3.7	-0.8	3.0	-11.2
Clc1ccc(SCCCN2CCCCC2)cc1	0.3	1.4	2.6	-1.0	-0.9	8.2	1.1	17.4
COc1ccc(NC(=O)C2CCCN2C(=O)Nc2ccc(OC)cc2)cc1 (centres undefined)	-5.5	-4.2	-1.7	-1.1	0.2	-11.5	-6.0	-22.9
COc1ccccc1Oc1ccc(N/C=C2/CCCC2=O)cc1	-5.2	3.1	-3.3	1.5	-2.0	13.9	-6.4	-5.4
COC(=O)c1[nH]c2ccccc2c1NC(=O)CN1CC(C)OC(C)C1 (centres undefined)	2.4	-0.1	-2.5	2.6	-0.5	-1.8	-4.5	1.4
CCN(CC)C(=O)CSc1nc(-c2ccco2)cc(C(F)(F)F)c1C#N	-1.1	0.9	6.8	0.3	0.2	10.4	-0.4	9.6
CSc1ccc(CNc2ncc(-c3cccc([N+](=O)[O-])c3)n2C)cc1	-9.2	-3.4	-8.1	2.7	1.2	16.1	4.3	43.5
Cc1ccccc1OCC(=O)Nc1ccc(N2CCN(C)CC2)c(Cl)c1	1.5	4.1	4.3	13.4	2.5	-5.3	0.9	-38.4
CC(=O)N1c2ccccc2Oc2cc3ccccc3cc21	-3.7	-4.1	-1.7	9.8	-3.9	1.5	5.6	-2.8
Cc1cnc(C(=O)Nc2ccc(F)c(F)c2)cn1	-0.4	-1.7	-7.9	0.3	-2.5	-4.3	-0.1	-34.2
COc1ccc(/C=C(\C#N)C(=O)C(C)(C)n2cncn2)cc1	-0.2	6.5	-2.4	0.3	1.0	1.3	-4.1	-3.5
CCc1ccc(CCC(=O)Nc2nnc(C)s2)o1	-6.7	-2.4	3.0	-0.3	-0.1	18.4	-1.7	2.9
CCOC(=O)[C@H]1[C@H]2COc3ccc(C)cc3[C@@H]2N2C(=O)c3ccc(F)cc3NC(=O)[C@@]12C	-10.6	4.5	-0.8	-0.3	0.5	7.0	-0.3	1.8
CCC(=O)N1CC2(c3ccccc3)CN(C(=O)CC)CC(c3ccccc3)(C1)C2=O	-1.6	-7.9	9.3	-1.2	0.8	3.2	10.5	-2.9
COc1ccccc1N/C(=N/S(=O)(=O)c1ccc(C)cc1)c1ccccc1	-6.2	-3.4	-0.2	-0.9	-9.0	5.9	1.7	-2.2
O=C(Cc1cccs1)N1CCN(c2nc(-c3ccc(Cl)cc3)cs2)CC1	-3.7	-2.8	-8.2	0.3	-4.1	-0.6	35.6	-1.0
CCCS(=O)(=O)N1CCCC(C(=O)N2CCN(C(=O)OCC)CC2)C1 (centres undefined)	-4.5	-7.2	-0.9	-0.9	-0.6	-3.1	-5.0	-3.0
COc1ccccc1N1CC(C(=O)OC(C)C(=O)N2CCCc3ccccc32)CC1=O (centres undefined)	0.5	0.9	3.9	7.6	-1.5	8.6	-3.9	2.9
O=C(O)c1ccc(Cn2cnc3sc4c(c3c2=O)CCCC4)cc1	-6.0	-6.7	5.5	-1.0	-4.5	11.8	-11.5	-10.7
CNc1nc(Cl)c(SC)c(N2CCOCC2)n1	-5.0	-1.8	-0.3	1.5	-0.3	3.0	-4.6	4.0
COc1cccc(C2c3[nH]c4ccccc4c3CCN2Cc2cccc(C)n2)c1 (centres undefined)	-4.9	-3.3	8.4	1.6	-1.2	16.4	13.6	24.8
Cn1cnnc1SCc1ccc(C(=O)n2ncc(C#N)c2N)cc1	-0.7	0.2	2.9	-0.5	-0.8	-4.7	-8.7	-2.6
CCCN1CCC(=NNC(=O)c2ccc(Br)o2)CC1	-6.7	-7.5	-14.6	0.2	-2.6	-37.5	-12.5	-2.7
C=C(C)c1cccc(C(C)(C)NC(=O)NC2CC(C)(C)NC(C)(C)C2)c1	-2.0	-4.5	4.2	-2.7	-1.6	9.5	-10.2	5.6
O=C(NC1CC(=O)c2sccc21)c1cccc(C(F)(F)F)c1 (centres undefined)	-3.0	-6.1	-0.4	0.1	-1.6	1.0	-3.6	-1.3
O=C(c1cccc(Br)c1)N1CCN(C(=O)N2CCCCC2)CC1	-8.9	-0.3	6.3	1.0	-0.4	7.4	-10.3	2.9
Cc1ccc(NC(=O)COC(=O)c2ccc3c(c2)C(=O)N(CCc2ccccc2)C3=O)c(C)c1	0.2	6.9	-3.5	3.9	4.4	-1.6	8.1	-2.4

(list continues)
smiles	A3G deaminase	A3A deaminase	CXCR6 block	MPTP block	NR3A LBD binder	CCR6 antag	EBI2 block	Gli-Sufu antag
COc1ccc(/C=C(\C#N)C(=O)Nc2ccc3[nH]c(=O)[nH]c3c2)cc1	2.6	8.1	1.1	1.4	-2.3	10.8	0.2	12.6
Cc1ccc(N=Cc2c(C)[nH]n(-c3ccccc3)c2=O)nc1	-0.5	2.6	1.9	2.8	-0.2	12.5	3.8	1.0
CCCCN1C(N)=NC[C@@H]1c1ccccc1	-14.3	-3.2	1.0	-0.1	1.8	4.2	-2.8	9.7
CC1CC(C)CN(S(=O)(=O)c2ccc(C(=O)NCCCn3ccnc3)cc2)C1 (centres undefined)	-4.6	1.2	-5.9	1.6	-3.1	0.1	0.6	0.4

Structures listed above marked active in MPTP block:
structure | A3G deaminase | A3A deaminase | CXCR6 block | MPTP block | NR3A LBD binder | CCR6 antag | EBI2 block
COCCC1CCCCN1C(=O)c1cc(COc2ccc(-n3cncn3)cc2)on1 (centres undefined) | -9.5 | -4.1 | -22.9 | 92.5* | 1.1 | 5.9 | -13.8

Screening results as filed in PubChem BioAssay.
